DRD3 agonist: qHTS of D3 Dopamine Receptor Agonist: qHTS; hit rate 0.58% among 410,000; max activation, %; D3R DiscoveRx beta-arrestin cells, luminescence, 90 min; D(3) dopamine receptor (Homo sapiens), P35462; in the data active = max activation above about 30%; also: 0% is about no effect; mostly tested at two doses, the higher about 12 µM
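Cells at 1500/well, incubated overnight, then treated with pinned compounds (dopamine as control) for 90 min at 37 degrees C. DiscoveRx reagent added for 30 - 60 minutes at room temperature; luminescence read.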
DRD3 antagonist: qHTS of D3 Dopamine Receptor Antagonist: qHTS; D(3) dopamine receptor (Homo sapiens), P35462; D3R cells, DiscoveRx beta-arrestin luminescence, antagonist mode; active compounds read low; max response, negative = inhibition, %; hit rate 2.5% among 360,000; AID 652054, 2013; in the data active = max response below about -50%; inconclusive = no clear call, values can overlap the other calls; also: % is scaled to controls: 0 for no effect and ±100 for the full control effect; mostly tested at two doses, the higher about 12 µM
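Cells expressing the human receptor were seeded at 1500 cells/well, incubated overnight at 37 degrees C in 5% CO2, then exposed to library compounds with dopamine controls for 90 minutes at 37 degrees C before luminescent detection.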
WRN helicase inh: qHTS for Inhibitors of WRN Helicase; WRN helicase unwinding, fluorescent forked duplex, kinetic; hit rate 0.46% among 360,000; Potency, µM (top dose mostly 114 µM), for inactives: at the highest dose activity change, negative = inhibition, actives largely listed as inhibitors; also: potency is read from the fitted curve at half-maximal effect; % is scaled to controls: 0 for no effect and ±100 for the full control effect; nearly all actives have a fitted effect of over 55% in size
Target sequence (Q14191 whole entry, looked up): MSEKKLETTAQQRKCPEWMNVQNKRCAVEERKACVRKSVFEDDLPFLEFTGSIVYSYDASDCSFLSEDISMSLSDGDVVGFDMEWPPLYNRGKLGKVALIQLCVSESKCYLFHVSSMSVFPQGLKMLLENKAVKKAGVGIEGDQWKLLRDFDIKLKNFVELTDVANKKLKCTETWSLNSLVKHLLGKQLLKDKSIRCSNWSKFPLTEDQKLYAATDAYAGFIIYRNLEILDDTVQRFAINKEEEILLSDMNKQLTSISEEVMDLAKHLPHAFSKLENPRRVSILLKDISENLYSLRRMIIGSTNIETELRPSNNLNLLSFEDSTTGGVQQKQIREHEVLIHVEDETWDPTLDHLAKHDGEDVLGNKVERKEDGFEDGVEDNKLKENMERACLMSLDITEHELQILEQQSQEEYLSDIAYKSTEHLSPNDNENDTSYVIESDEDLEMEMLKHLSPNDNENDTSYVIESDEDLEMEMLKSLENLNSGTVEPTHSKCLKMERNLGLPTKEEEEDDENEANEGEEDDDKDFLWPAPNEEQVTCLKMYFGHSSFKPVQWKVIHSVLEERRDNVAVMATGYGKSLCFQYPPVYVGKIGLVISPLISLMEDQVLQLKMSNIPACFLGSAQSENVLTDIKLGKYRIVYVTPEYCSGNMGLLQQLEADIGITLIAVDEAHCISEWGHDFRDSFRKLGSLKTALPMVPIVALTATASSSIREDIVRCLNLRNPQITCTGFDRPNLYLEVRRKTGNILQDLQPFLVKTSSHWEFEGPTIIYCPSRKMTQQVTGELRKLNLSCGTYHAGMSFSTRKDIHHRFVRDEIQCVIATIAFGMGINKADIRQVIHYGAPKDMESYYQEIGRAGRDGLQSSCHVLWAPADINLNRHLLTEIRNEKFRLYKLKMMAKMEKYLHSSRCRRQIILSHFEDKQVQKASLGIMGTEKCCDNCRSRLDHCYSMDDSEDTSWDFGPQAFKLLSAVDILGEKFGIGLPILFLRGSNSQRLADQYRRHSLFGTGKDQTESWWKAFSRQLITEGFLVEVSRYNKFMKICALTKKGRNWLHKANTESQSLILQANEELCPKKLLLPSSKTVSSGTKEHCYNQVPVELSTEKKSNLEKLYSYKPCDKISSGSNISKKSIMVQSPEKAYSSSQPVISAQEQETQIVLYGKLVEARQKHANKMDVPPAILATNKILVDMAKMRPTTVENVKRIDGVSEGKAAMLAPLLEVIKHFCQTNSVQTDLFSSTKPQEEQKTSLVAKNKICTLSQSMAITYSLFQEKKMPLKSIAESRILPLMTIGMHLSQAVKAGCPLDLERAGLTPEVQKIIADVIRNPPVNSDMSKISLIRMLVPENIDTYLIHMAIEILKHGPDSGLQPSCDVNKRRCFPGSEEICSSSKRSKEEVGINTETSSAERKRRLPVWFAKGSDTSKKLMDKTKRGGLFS
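Kinetic fluorescence helicase assay: unwinding of a quenched forked DNA duplex (100 nM final) with 2 mM ATP final raises red fluorescence (525/598 nm). Compounds sat 15 min at room temperature with 20 nM WRN beforehand.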
PI5P4K alpha inh: qHTS for Inhibitors of phosphatidylinositol 5-phosphate 4-kinase (PI5P4K); Phosphatidylinositol 5-phosphate 4-kinase type-2 alpha (Homo sapiens), P48426; PI5P4Kalpha enzyme, ADP-Glo luminescence, 60 min; active compounds read low; max response, %; hit rate 1.2% among 330,000; AID 652105, 2013; active = max response of -50% or lower; inconclusive = between -30% and -50%; inactive = -30% or higher; also: value at the top dose of about 77 µM; % is scaled to controls: 0 for no effect and ±100 for the full control effect
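ADP-Glo luminescence end-point read after a 60 min room-temperature kinase reaction of PI5P4Kalpha plus substrate, initiated with ATP at 5 microM final. Buffer: 0.038 M HEPES pH 7.4, EGTA, 0.1% CHAPS, 5% DMSO.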
GLP1R inv ag: qHTS of GLP-1 Receptor Inverse Agonists (Inhibition Mode); HEK293 GLP-1R CRE-luciferase, luminescence, 24 h; GLP-1R form is constitutively active; Potency, µM (highest dose often 38.3 µM), without a hit: at the top dose activity change, negative = inhibition, actives largely listed as inhibitors; hit rate 1.6% among 410,000; AID 624417, 2012; also: potency is read from the fitted curve at half-maximal effect; % is scaled to controls: 0 for no effect and ±100 for the full control effect; nearly all actives have a fitted effect of over 55% in size
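Readout was luciferase luminescence, measured 12 min after detection reagent at room temperature. Beforehand, GLP-1R reporter HEK293 cells had sat 12 h, then received compounds for 24 hr at 37 deg C.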
HEK293 tox: qHTS of GLP-1 Receptor Inverse Agonists: Cytotox Screen | hit rate 0.13% among 410,000 | HEK293 cAMP-luciferase reporter cells, luminescence, 24 h | AID 624418, 2012 | Potency, µM (titrated, usually from 38.3 µM), inactives show top-dose activity change, negative = inhibition, most hits filed as inhibitors;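 also: loss of luciferase light is scored as toxicity; potency is read from the fitted curve at half-maximal effect; % is scaled to controls: 0 for no effect and ±100 for the full control effect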
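Seeding density was 200 cells/uL; after overnight-length (12 h) culture, 23 nL compounds went on for 24 h at 37 °C. Readout used a luciferase detection reagent, luminescence taken after 12 min at room temperature.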
GLP-1R agonist: qHTS of GLP-1 Receptor Agonists. AID 624172, 2012. hit rate 0.007% among 380,000. Potency, µM (doses to about 45.6 µM), for inactives: at the top dose activation, actives largely listed as activators. Glucagon-like peptide 1 receptor (Homo sapiens), P43220. HEK293 GLP-1R CRE-luciferase, luminescence, 4-6 h; cells express a hypersensitive GLP-1R form; also: potency is read from the fitted curve at half-maximal effect; % of control where 0% means no effect
PLK1 PBD inh: qHTS for Inhibitors of PLK1-PDB (polo-like kinase 1 - polo-box domain): Primary Screen | Potency, µM, inactives show max response, negative = inhibition, most hits filed as inhibitors | hit rate 2.8% among 360,000 | Plk1 PBD binding of FITC phosphopeptide, fluorescence polarization | AID 720504, 2013; also: potency is read from the fitted curve at half-maximal effect; series mostly up to about 57 µM; % is scaled to controls: 0 for no effect and ±100 for the full control effect; nearly all actives have a fitted effect of over 65% in size
IL-2 act: qHTS of IL-2 Activators | IL-2 activation reporter assay, cell-based qHTS; stimulated with anti-CD3/CD4/CD28 beads; in transgenic mouse T cells | activation, % (series mostly up to about 46 µM) | hit rate 0.065% among 360,000; in the data active = activation above about 50%; inconclusive = mostly about 30% to 49%; also: 0% is about no effect
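EGFP and DsRed fluorescence is measured by plate cytometry in unstimulated transgenic mouse T cells exposed to compound for 60 minutes, then stimulated 18 hours at 37 degrees C with anti-CD3/anti-CD4 beads plus anti-CD28.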
An asterisk follows results filed as active; ? = inconclusive; · = no result given; & = joins results of further samples; [ ] = remark or other dose. Unless noted, calls follow the shape of the dose curve; as a rule, active = well fitted curve in the direction sought with a large enough effect; inconclusive = small, poorly fitted or top-dose-only effect, or another doubt; inactive = no such curve, though single readings can be large; an effect the other way counts as inactive or inconclusive.

SMILES	DRD3 agonist	DRD3 antagonist	WRN helicase inh	PI5P4K alpha inh	GLP1R inv ag	HEK293 tox	GLP-1R agonist	PLK1 PBD inh	IL-2 act
O=S(=O)(c1ccc2c(c1)OCCO2)N1CCN(Cc2ccc3c(c2)OCO3)CC1	2	-50*	1%	-1	0%	2%	-4%	-2%	-1.9
CCOC(=O)c1cc(S(=O)(=O)Nc2ccc(OC)c(Cl)c2)[nH]n1	-7	·	·	·	-27%	-2%	1%	·	·
NC(N)=Nc1nc(CSCC/C(N)=N/S(N)(=O)=O)cs1	5&-5	-27	7%	-10	-2%	6%	0%&-3%	?	0.3
O=C(COc1ccc2c(-c3ccccc3)cc(=O)oc2c1)Nc1cccnc1	5	15	-8%	0	-12%	-5%	-3%	4%	-3.8
Cc1ccc(NC(=O)c2c(C)nn(-c3ccccc3)c2Cl)cc1	-6	23	-7%	0	?	7%	9%	27µM*	-1.2
CC1CC(C)(C)N2C(=O)C3(Nc4ccccc4S3)c3cccc1c32 (configuration not stated)	14	6	-13%	·	-7%	4%	2%	-26%	-2.5
C[C@@H]1CC2=C(C(=O)OC(C)(C)O2)[C@@H](C2CC2)O1	3	20	9%	3	14%	7%	-3%	-3%	1.6
c1ccc(Oc2cc(-n3cncn3)ncn2)cc1	-2	9	-23%[57.1 µM]	-10	21%	-5%[1.53 µM]	0%	4%	-0.3
CCCc1nc2ccccc2c(=O)n1N	3	4	2%	1	-36%	-4%	-5%	0%	-1.6
CCOc1ccc(S(=O)(=O)N(C)c2ccc(OCC(=O)Nc3nc4ccccc4s3)cc2)cc1	-1	13	-13%	6	?	19%	3%	-1%	-0.4
O=C(COC(=O)c1cccnc1Nc1ccccc1F)NC1CC1	-14	-24	-1%	2	24%	-1%	23%	-5%	2.0
NC(=O)c1cccc(-c2ccnc3c2CC(C(=O)NCCc2ccccc2)O3)c1 (configuration not stated)	-1	2	4%[57.1 µM]	0	-12%	-9%	-4%	1%	0.0
CN1C(=O)[C@H]2[C@@H](C3CC3)N3C(=O)CN(CC4CC4)C(=O)[C@@]3(C)[C@H]2C1=O	0	4	-12%	3	21%	6%	0%	-3%	3.3
O=C(CN1C(=O)NC2(CCCC2)C1=O)Nc1nc2ccccc2[nH]1	3	7	2%	1	18%	-8%	-20%	-1%	0.1
CCN(C(=O)CSc1nccc(=O)[nH]1)c1cccc2ccccc12	-5	-25	11%	6	-6%	-3%	2%	-1%	0.6
O=C1NC(=S)SC1=C1CCCCCC1	1	?	-7%	-57*	-12%	-20%	-8%	?	-0.4
Cc1ccc(N(CCCCN2C(=O)c3ccccc3C2=O)C(=O)c2cccc([N+](=O)[O-])c2)cc1	3	12	0%	·	0%	0%	5%	-8%	-0.5
O=C(CSCc1c(Cl)cccc1Cl)Nc1ccccc1-c1ccccc1	0	59	2%	27	?	18%	13%	5%	-3.4
CC(C)(C)NC(=S)NNC(=O)[C@H]1C[C@@H]1c1ccccc1	-11	0	0%	-1	14%	?	2%	-8%	-0.6
CCN(CC)CCNC(=O)c1ccc2c(c1)NC(=O)c1ccccc1S2	-8	-18	6%	-3	?	10%	12%	-14%	-1.0
COc1ccc(S(=O)(=O)NCc2ccccn2)cc1NC(=O)c1ccc(Cl)cc1	-14	?	-3%	-13	-24%	-16%	12%	-6%	-0.4
Cc1noc(C)c1COc1cccc(C(=O)OC(C)C#N)c1 (configuration not stated)	0	3	6%	-3	5%	10%	12%	0%	0.3
O=C1CS/C(=N/N=C/c2ccncc2)N1	-13	-7	-3%	0	6%	-7%	2%	-8%	1.7
CC1=C(C)CC(C(=O)Nc2cccc([N+](=O)[O-])c2)C(C(=O)O)C1 (configuration not stated)	-4	-16	-1%	-7	1%	4%	-2%	-17%	0.9
Cc1ccc2cccc(NC(=O)c3cccc4c(Cl)cccc34)c2n1	1	·	·	·	16%	-1%	9%	·	·

The final 4 compounds of the part before come first, to join the parts.
SMILES	DRD3 agonist	DRD3 antagonist	WRN helicase inh	PI5P4K alpha inh	GLP1R inv ag	HEK293 tox	GLP-1R agonist	PLK1 PBD inh	IL-2 act
Cc1noc(C)c1COc1cccc(C(=O)OC(C)C#N)c1 (configuration not stated)	0	3	6%	-3	5%	10%	12%	0%	0.3
O=C1CS/C(=N/N=C/c2ccncc2)N1	-13	-7	-3%	0	6%	-7%	2%	-8%	1.7
CC1=C(C)CC(C(=O)Nc2cccc([N+](=O)[O-])c2)C(C(=O)O)C1 (configuration not stated)	-4	-16	-1%	-7	1%	4%	-2%	-17%	0.9
Cc1ccc2cccc(NC(=O)c3cccc4c(Cl)cccc34)c2n1	1	·	·	·	16%	-1%	9%	·	·
COc1cc(OC)c(OC)cc1/C=N/NC(=O)c1cc(-c2cccn2C)n[nH]1	1	-20	6%	3	-9%	9%	-6%	-3%	0.5
CN(CC(=O)Nc1ccc(Cl)c(C(F)(F)F)c1)C(=O)CNC(=O)C1CCCCC1	6	6	3%	9	-3%	-6%	-5%	-15%	-0.1
O=S1(=O)[C@H]2C[C@@H]3C=C[C@@]2(CN1Cc1ccc(F)cc1)O3	5	-21	3%	-3	8%	-13%	1%	24µM*	-0.1
Cc1nc2sc(C(c3ccccc3)N3CCC(O)CC3)c(O)n2n1 (configuration not stated)	-3	0	-9%	-4	18%	55%[activator]	15%	-9%	1.0
CCCOC(=O)c1c(-c2ccc(C)cc2C)csc1NC(=O)C1C2CCC(O2)C1C(=O)O (configuration not stated)	4	4	-19%	?	?	-5%	-4%	12µM*	0.4
CCCCCCCCCCCCN1[C@@H](CC(=O)O)c2cc(F)ccc2S1(=O)=O	40*	1	?	-22	-18%	3%	8%	?	0.6
CCS(=O)(=O)c1ccc(Sc2nncn2C)c([N+](=O)[O-])c1	-1	-6	-5%	-13	-24%	17%	1%	-21%	1.0
Cc1c(NC(=O)c2cn3ccccc3n2)cccc1-n1cnnn1	2	-26	-8%	0	-5%	-2%	7%	-6%	0.9
Cc1cc(=O)[nH]c(SCC(=O)N2CCCCCC2)n1	2	-4	-1%	7	1%	2%	-7%	-4%	-0.7
CCCCn1c(=O)nc2n(-c3ccc(Cl)cc3)c3ccccc3cc-2c1=O	-12	-26	-24%	0	-1%	36%	1%	-8%	-2.9
CCCCC(C(=O)NC(C)(C)C)N(Cc1ccccc1)C(=O)c1snc(C(N)=O)c1N (configuration not stated)	1	-5	-10%	8	?	4%	17%	-4%	2.3
O=C(Nc1ccccc1-c1ccccc1)c1cc(C(F)(F)F)cc(C(F)(F)F)c1	-10	5	12%	2	1%	6%	9%	-9%	-3.2
CN1CCc2cc(O)c(O)cc2C(c2ccccc2)C1 (configuration not stated)	108*	1	7%	-1	-17%	1%	-5%	-5%	-0.2
Cc1cccc(NC(=O)c2ccc3c(c2)OCCO3)n1	2	-6	-6%	-18	?	-2%	-2%	-3%	-0.5
COc1cc2c(cc1OC)n(CC(=O)Nc1ccc(C)cc1C)c(=O)n1nc(-c3ccccc3)nc21	0	·	·	·	6%	2%	2%	·	·
CCn1c(SCC(=O)Nc2cc(F)ccc2C)nnc1-c1ccccc1O	-16	?	-32%	-9	-1%	0%	21%	-12%	0.2
O=C(NNS(=O)(=O)c1ccc(F)c(Cl)c1)c1cccc(S(=O)(=O)N2CCOCC2)c1	-5	-15	-4%	2	-4%	3%	1%	-12%	-0.6
O=C(CC12CC3CC(CC(C3)C1)C2)NC(Cc1ccccc1)C(=O)O (configuration not stated)	-4	2	-8%	6	0%	0%	0%	-13%	-0.8
COc1ccc(NC(=O)CCNC(=O)C2CCN(S(=O)(=O)c3ccccc3)CC2)cc1OC	2	11	0%	1	-13%	2%	-2%	-10%	-1.5
Cc1ccc(S(=O)(=O)N2CCN(c3ncnc4c3cnn4-c3ccccc3)CC2)cc1	0	-2	2%	-1	2%	-1%	-12%	-8%	1.5
COc1ccc([N+](=O)[O-])cc1NC(=O)COC(=O)C1CC1	5	2	6%	6	15%	3%	0%	-4%	1.4
CN(C)c1ccnc(-n2cccc2/C=N/OCc2cccc(F)c2)c1C#N	3	?	-20%[57.1 µM]	6	7%	-7%	5%	-13%	-0.3
CCCOc1ccccc1NC(=O)c1c(-c2ccccc2)noc1C	2	6	-8%	3	11µM*	-1%	14%	-2%	-2.9
O=C(Cc1ccc(NC(=O)C2CCN(C(=O)C3CCC3)CC2)cc1)Nc1cccc(C(=O)N2CCCC2)c1	10	-17	3%	-7	9%	1%	6%	-3%	-0.3
CCOc1ccc(C2C(C#N)=C(N)Oc3cc(C)[nH]c(=O)c32)cc1OC (configuration not stated)	-4	-11	3%	-9	33%[activator]	-2%	5%	-13%	-2.0
SMILES	DRD3 agonist	DRD3 antagonist	WRN helicase inh	PI5P4K alpha inh	GLP1R inv ag	HEK293 tox	GLP-1R agonist	PLK1 PBD inh	IL-2 act
CCCCSc1nnc([C@H](CC(C)C)NC(=O)OC(C)(C)C)o1	3	-13	5%	-7	-49%	-30%	3%	-8%	-3.6
COc1cc(NC(C)CCCNC(C)C)c2ncccc2c1OC (configuration not stated)	-14	?	-23%	-11	-25%	0%	-3%	-19%	2.1
COc1ccc(-c2[nH]ncc2CN2CCC(N3CCSCC3)CC2)cc1F	-3	5	5%	0	12%	-3%	13%	-10%	0.2
Nc1nc(=O)n(C2CC(O)C(CO)O2)cc1Cl (configuration not stated)	-6	-23	8%	1	9%	-3%	6%	2%	0.2
COc1ccc2[nH]cc(CCNS(=O)(=O)c3ccc(F)cc3)c2c1	0	5	-34%	2	?	9%	5%	-22%	0.3
Cn1cc(CN2CCC(n3nccc3NC(=O)c3ccccc3Cl)CC2)cn1	0	5	-2%	-4	4%	-1%	-2%	-3%	-1.1

High-throughput results from PubChem.
